Compound activity as filed in PubChem BioAssay.
MrgX1 ag – agonists of human MrgX1 receptor, primary screen, HEK293 cells, Fluo-4 calcium flux. Mas-related G-protein coupled receptor member X1 (Homo sapiens), Q96LB2. Fluo-4 calcium fluorescence, agonist mode; stronger effect = higher value. B-score at 10 µM. 310,000 compounds, 0.44% hits. AID 588627, 2011;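 active means calcium response B-score plate-corrected fluorescence ratio at least 3 library SD, with starting fluorescence B-score inside 5 SD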
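times = overnight plating, then 30 min 37 °C plus 30 min room-temperature dye loading | assay system = stable human MrgX1 HEK293 cell line | input = fifteen thousand cells per well | signal = kinetic calcium dye fluorescence, Fluo-4 NW | dosing = compound delivered in addition one of three | read-out = B-scored fluorescence response ratio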
MrgX1 antag – antagonists of human MrgX1 receptor, primary screen, HEK293 cells, Fluo-4 calcium flux. BAM8-22 antagonism; stronger effect = lower value. B-score at 10 µM. 310,000 compounds, 1.3% hits;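 active means calcium-response B-score plate-corrected more than 3 library SD below zero, starting fluorescence within 5 deviations, no agonist response on first addition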;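 further: peak minus trough fluorescence over baseline after final BAM8-22 challenge near maximal dose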
TRPC4 agonist – activators of mouse TRPC4 channel, primary screen, Fluo4 calcium, HEK293 TRPC4beta/mu-opioid cells. Short transient receptor potential channel 4 (Mus musculus), Q9QUQ5. Fluo4 calcium fluorescence; stronger effect = higher value. 310,000 compounds, 0.49% hits. AID 2237, 2010. B-score at 10 µM;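 active means B-score above 5 SD of library B-scores, and initial fluorescence ratio not above library mean plus 5 SD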;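 further: positive B-score marks a calcium rise read as TRPC4 activation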
Target sequence (Q9QUQ5 whole entry, looked up): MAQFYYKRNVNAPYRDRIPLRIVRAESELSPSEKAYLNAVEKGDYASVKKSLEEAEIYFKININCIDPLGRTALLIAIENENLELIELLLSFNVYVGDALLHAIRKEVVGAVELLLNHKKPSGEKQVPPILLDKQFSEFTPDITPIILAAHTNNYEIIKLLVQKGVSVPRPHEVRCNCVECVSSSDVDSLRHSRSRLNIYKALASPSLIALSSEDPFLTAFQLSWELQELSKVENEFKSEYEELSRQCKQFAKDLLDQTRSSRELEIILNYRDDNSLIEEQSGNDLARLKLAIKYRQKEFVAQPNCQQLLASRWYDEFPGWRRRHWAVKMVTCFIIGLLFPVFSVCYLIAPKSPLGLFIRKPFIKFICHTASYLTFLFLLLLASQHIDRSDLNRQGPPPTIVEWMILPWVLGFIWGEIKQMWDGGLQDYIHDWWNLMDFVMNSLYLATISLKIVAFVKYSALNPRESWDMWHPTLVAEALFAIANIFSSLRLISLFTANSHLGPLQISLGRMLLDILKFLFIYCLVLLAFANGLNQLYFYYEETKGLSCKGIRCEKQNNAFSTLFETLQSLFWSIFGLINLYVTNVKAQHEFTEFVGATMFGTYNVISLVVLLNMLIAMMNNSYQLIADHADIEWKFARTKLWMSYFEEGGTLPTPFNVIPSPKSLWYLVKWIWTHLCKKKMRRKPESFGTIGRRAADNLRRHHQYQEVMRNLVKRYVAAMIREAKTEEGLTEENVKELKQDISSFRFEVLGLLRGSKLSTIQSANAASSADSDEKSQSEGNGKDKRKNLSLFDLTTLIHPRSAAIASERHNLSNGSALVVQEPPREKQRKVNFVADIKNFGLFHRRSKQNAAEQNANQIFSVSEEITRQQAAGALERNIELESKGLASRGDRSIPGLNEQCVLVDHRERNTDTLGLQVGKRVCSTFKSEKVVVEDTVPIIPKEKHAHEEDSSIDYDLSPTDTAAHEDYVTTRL
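Test system: HEK293 cells stably co-expressing mouse TRPC4beta and mu-opioid receptor | Schedule: Fluo4 dye loading 45 min at room temperature, 110 s recording | Measured by: Kinetic Fluo4 calcium fluorescence, 5 s baseline at 1 Hz | Evaluation: B score of integrated ratio | Controls: Buffer (low) and maximal DAMGO (high)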
TMEM16A inh – TMEM16A chloride channel inhibitors, primary screen, cell-based, HTS; Anoctamin-1 (Mus musculus), Q8BHY3; HEK293 TMEM16A/YFP iodide influx fluorescence, ionomycin; normalized B-score (activity score, 25-100; higher = stronger inhibition) at 10 µM; 310,000 compounds, 1.2% hits; AID 588511, 2011;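 active means ratio plate-corrected score three or more library SD toward inhibition, starting fluorescence score within five deviations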;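 further: score derived from kinetic fluorescence span divided by baseline fluorescence per well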
TRPC6 act – mouse TRPC6 channel activators, primary screen, cell-based, HEK293, membrane potential dye. AID 2550, 2010. HEK293-TRPC6 membrane potential dye fluorescence; stronger effect = higher value. 310,000 compounds, 0.13% hits. Short transient receptor potential channel 6 (Mus musculus), Q61143. B-score at 10 µM;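 active means B-score of the integrated fluorescence ratio above library mean plus 3 SD, and starting fluorescence ratio within library mean plus 5 SD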;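 further: higher score means more depolarization so channel activation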
SKKanGAS inh – S. pyogenes SKKanGAS growth inhibitors in kanamycin, primary screen, streptokinase expression inhibitor project, SKKanGAS strain, BacTiter-Glo luminescence; inhibition, % at 7.5 µM; 300,000 compounds, 1.3% hits; 6 h;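 active means mean replicate score, as percent of positive control median, at least 50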;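 further: strain carries kanamycin resistance gene driven by streptokinase promoter and grows in 40 µg/ml kanamycin; loss of luminescence reflects streptokinase promoter inhibition or plain growth inhibition; 0% = median of DMSO wells and 100% = positive control at its reference dose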
TRPC4 PAM – positive allosteric modulators of TRPC4, primary screen, cell-based, mouse TRPC4beta, HEK293 mu-opioid, Fluo-4 calcium. Short transient receptor potential channel 4 (Mus musculus), Q9QUQ5. DAMGO EC20, Fluo-4 Ca2+ flux; stronger effect = higher value. B-score at 10 µM. 310,000 compounds, 0.42% hits. AID 2227, 2009;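 active means B-score of calcium response area above 5 SD of library B-scores, with initial fluorescence ratio within 5 SD of library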;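 further: B-score of integrated fluorescence ratio over time as area under calcium response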
TRPC6 inh – mouse TRPC6 channel inhibitors, primary screen, cell-based, HEK293, membrane potential dye | 310,000 compounds, 1.1% hits | Short transient receptor potential channel 6 (Mus musculus), Q61143 | ACh-evoked depolarization; stronger effect = lower value | B-score at 10 µM;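 active means B-score under library mean minus 3 SD, initial fluorescence not abnormally high, positive integrated signal ratio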;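 further: B-score derived from integrated fluorescence ratio over the kinetic read; more negative B-score means stronger inhibition of depolarization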
TRPC4 block – inhibitors of mouse TRPC4 channel, primary screen, Fluo4 calcium, HEK293 TRPC4beta/mu-opioid cells | AID 2247, 2010 | DAMGO-evoked Fluo4 calcium flux; stronger effect = lower value | Short transient receptor potential channel 4 (Mus musculus), Q9QUQ5 | 300,000 compounds, 0.39% hits | B-score at 10 µM;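 active means B-score over 3 SD under the library average, no early fluorescence shift, positive overall ratio signal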
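Assay system – HEK293 line stably carrying TRPC4beta and mu-opioid receptor · Doses – single dose · Detection – Fluo4 calcium-dye fluorescence, kinetic read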
ANO1 activ – TMEM16A chloride channel activators or potentiators, primary screen, cell-based, HTS | HEK293 TMEM16A/YFP-H148Q/I152L, iodide quench fluorescence; stronger effect = lower value | Anoctamin-1 (Mus musculus), Q8BHY3 | 340,000 compounds, 0.3% hits | B-score at 10 µM;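 active means fluorescence-ratio B-score plate-corrected deviation score at least 3 library SD below zero, with starting fluorescence score within 5 deviations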;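 further: channel opened by trigger with iodide after compound preincubation; score built on the fluorescence ratio of max minus min over baseline; more negative score means more quench and so TMEM16A activation or potentiation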
MrgX1 PAM – positive allosteric modulators of MrgX1, primary screen, HEK293 cells, Fluo-4 calcium flux | Mas-related G-protein coupled receptor member X1 (Homo sapiens), Q96LB2 | B-score at 10 µM | 310,000 compounds, 0.63% hits | FDSS; stronger effect = higher value;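 active means plate-corrected calcium response at least 3 library SD above typical, normal starting fluorescence, not activating the receptor alone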;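 further: compound read alongside a low EC10 to EC30 dose of BAM8-22 agonist; peak minus trough fluorescence over baseline measured at the second addition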
An asterisk follows results filed as active; i = inactive; x = not tested or not shown.

smiles	MrgX1 ag	MrgX1 antag	TRPC4 agonist	TMEM16A inh	TRPC6 act	SKKanGAS inh	TRPC4 PAM	TRPC6 inh	TRPC4 block	ANO1 activ	MrgX1 PAM
CCN(CC)c1ccc(C2C3CCCCC3(O)CCN2CC(=O)N2CCCCC2)cc1 (stereo not given)	i	i	i	i	i	-6	i	i	i	i	i
O=C(Nc1ncnc2sc3c(c12)CCCCC3)c1ccc(F)cc1	i	i	i	i	i	17	i	i	i	i	i
COc1ccc(C(c2nnnn2C2CCCCC2)N2CCN(C)CC2)c(OC)c1 (stereo not given)	i	i	i	i	i	0	i	i	i	i	i
C/C(=N\NC(=O)c1c(C)nc2ccccn12)c1cccc([N+](=O)[O-])c1	i	i	i	i	i	-13	i	i	i	i	i
CS(=O)(=O)N(CC(=O)O)c1ccc2c(c1)OCO2	i	i	i	i	i	-4	i	i	i	i	i
CCOc1ccc(-n2c(SCC(N)=O)nc3sc4c(c3c2=O)CCN(C)C4)cc1	i	i	i	i	i	4	i	i	i	i	i
CC(C)(C)NC(=O)CN(C(=O)C1CSC(=O)C1)c1ccc2c(c1)OCCO2 (stereo not given)	i	i	i	i	i	0	i	i	i	x	i
COc1ccc(OCc2nnc(SCC(N)=O)n2N)cc1	i	i	i	i	i	-5	i	i	i	i	i
CC1CN(C(=O)c2cc(COc3c(F)cccc3F)on2)CCN1C (stereo not given)	i	i	i	i	i	6	i	i	i	i	i
CNS(=O)(=O)c1cccc(C(=O)Nc2cccc(Cl)c2)c1	i	i	i	i	i	-15	i	i	i	i	i
CNC(=O)Nc1ccccc1C(=O)NCc1ccccc1	i	i	i	i	i	0	i	i	i	i	i
Cc1ccc(C)c(SCC(=O)NC(=O)Nc2ccc3c(c2)OCCO3)c1	i	i	i	i	i	1	i	i	i	i	i
COc1ccc(S(=O)(=O)N2CCOC2CNC(=O)C(=O)NCCc2ccc(OC)c(OC)c2)cc1C (stereo not given)	i	i	i	i	i	-10	i	i	i	i	i
O=C(c1cccs1)N1CCN(S(=O)(=O)c2ccc(F)cc2)CC1	i	i	i	i	i	10	i	i	i	x	i
CC(C)(C)C(=O)NC(=S)Nc1ccc(Cl)c(C(=O)O)c1	i	i	i	i	i	x	i	i	i	i	i
COCCN1Cc2cccc(C(=O)NCc3ccccc3OC)c2C1=O	i	i	i	i	i	22	i	i	i	i	i
CC(=O)Oc1ccc(C(=O)Nc2cccc(C(=O)c3ccc(C)c(C)c3)c2)cc1	i	i	i	i	i	17	i	i	i	i	i
CCNC(=O)Nn1c(C)nnc1C	i	i	i	i	i	-3	i	i	i	i	i
CCOc1ccc(NC(=O)CCN2CCN(c3ccccc3F)CC2)cc1	i	i	i	i	i	0	i	i	i	i	i
O=C(Nc1cccc(Cl)c1)Nc1ccccc1C(=O)NCc1ccco1	i	i	i	i	i	3	i	i	i	i	i
COc1ccc(C)cc1-n1nnnc1SCC(=O)NNC(=O)c1ccc([N+](=O)[O-])cc1	i	i	i	i	i	-1	i	i	i	i	i
Cc1ccc2occ(/C=N/NC(=O)c3ccncc3)c(=O)c2c1	i	i	i	i	i	2	i	i	i	i	i
Cc1ccccc1C(=O)N1CCC(C(=O)Nc2ccc3c(c2)OCCO3)CC1	i	i	i	i	i	2	i	i	i	i	i
COc1ccc2ccccc2c1CNC(C)CCc1ccccc1 (stereo not given)	i	i	i	i	i	-3	i	-7.8*	i	i	i
CCOC(=O)c1c(C)c(C(=O)NCC2CCCO2)c(C)n1C (stereo not given)	i	i	i	i	i	-2	i	i	i	i	i
CN(Cc1ccccc1)C(=O)CSc1nc2ccccc2c(=O)n1Cc1ccco1	i	i	i	i	i	-1	i	i	i	i	i
CC(=O)Nc1c(C)cc(OCC(=O)O)cc1C	i	i	i	i	i	-3	i	i	i	i	i
COc1ccc(/C=N/NC(=O)c2cccnc2)cc1CSc1nc2ccccc2s1	i	i	i	i	i	13	i	i	i	i	i
COc1cc(C)c(Cl)cc1S(=O)(=O)n1ccnc1	i	i	i	i	i	-30	i	i	i	i	i
O=c1[nH]c(CSc2nnc(Cc3ccccc3)o2)nc2ccccc12	i	i	i	i	i	-9	i	i	i	i	i
COc1cccc(/C=C2\SC(=S)N(CCCC(=O)N3CCCCC3CCO)C2=O)c1 (stereo not given)	i	i	i	i	i	-4	i	i	i	i	i
CC(=O)c1ccc(-c2cccs2)s1	i	i	i	i	i	-3	i	i	i	i	i
CC(C)c1nnc(SCC(=O)NCc2ccco2)n1C	i	i	i	i	i	1	i	i	i	i	i
Cc1ccc(/C=N\NC(=O)C2CC(=O)N(c3ccccc3)C2)o1 (stereo not given)	i	i	i	i	i	9	i	i	i	i	i
CCOC(=O)C1CCCN(C(=O)C2CCN(S(=O)(=O)CC)CC2)C1 (stereo not given)	i	i	i	i	i	-6	i	i	i	i	i
COC(=O)C1=C(N)Oc2cc(C)n(C)c(=O)c2C1c1ccc(Cl)c(Cl)c1 (stereo not given)	i	i	i	i	i	16	i	i	i	i	i
C=CCN1N=C(/C=C/c2ccc(C)cc2)CCC1=O	i	i	i	i	i	-5	i	i	i	i	i
COc1cc(/C=C2/C(=O)NN(c3ccc(Cl)cc3)C2=O)cc(Br)c1O	33*	i	i	i	i	9	i	i	i	-6.2*	i
O=C(CSc1nc(=O)n(CCCN2CCOCC2)c2c1CCCC2)Nc1ccc(F)cc1F	i	i	i	i	i	-16	i	i	i	i	i
CCCn1c(SCC(=O)c2ccc3c(c2)NC(=O)CO3)nc2ccccc21	i	i	i	i	i	-5	i	i	i	i	i
CC1Cc2ccccc2N1C(=O)CSc1nnc(NC(=O)Cc2cccs2)s1 (stereo not given)	i	i	i	i	i	5	i	i	i	x	i
CN(C(=O)Cn1cc(C#N)c2ccccc21)c1ccccc1	i	i	i	i	i	5	i	i	i	i	i
O=C(N/N=C/c1cccnc1)c1cccs1	i	i	i	i	i	-5	i	i	i	i	i
CC1CCN(c2ccc3nnc(CCC(=O)Nc4cccc(F)c4)n3n2)CC1	i	i	i	i	i	-1	i	i	i	i	i
COc1cc2c(cc1OC)C(c1cc3cccc(C)c3[nH]c1=O)N(C(=O)c1ccco1)CC2 (stereo not given)	i	i	i	i	i	12	i	i	i	i	i
Cc1ccc(-n2ncc3c(=O)n(CC(=O)Nc4cccc(Cl)c4)cnc32)cc1C	i	i	i	i	i	8	i	i	i	i	i
COc1ccc(CNC(=O)CCSCc2ccc(C)cc2)cc1	i	i	i	i	i	-5	i	i	i	i	i
Cc1ccc(NC(=O)CSc2ccccn2)cc1S(=O)(=O)N1CCOCC1	i	i	i	i	i	2	i	i	i	i	i
CN(C)S(=O)(=O)Oc1cccc(C(=O)Nc2ccccc2Cl)c1	i	i	i	i	i	-3	i	i	i	i	i
CC[C@H](C)C(C(=O)N1CCN(C(=O)OC(C)(C)C)CC1)n1cc(C(CC(C)C)NC(=O)OC(C)(C)C)nn1 (stereo not given in full)	i	i	i	i	i	2	i	i	i	i	i
O=C(O)c1ccccc1OCCOc1ccccc1	i	i	i	i	i	0	i	i	i	i	i
O=C(O)CCCN1C(=O)C2C3CC(C2C1=O)C1C(c2ccccc2)c2sc(=O)n(-c4ccccc4)c2SC31 (stereo not given)	i	i	i	i	i	1	i	i	i	i	i
C(=N\Nc1nc(-c2ccccc2)cs1)/c1ccco1	i	-6.7*	i	i	i	-16	i	i	i	i	i
O=C(OCc1c(Cl)cccc1Cl)c1cccnc1	i	i	i	i	i	3	i	i	i	i	i
O=C1CN(C(=O)c2ccccc2)C(c2ccc(F)cc2)c2cc(Br)ccc2N1 (stereo not given)	i	i	i	i	i	-4	i	i	i	i	i
C/C=C(/C)C(=O)Nc1cccc(C2=NOC3(C2)C[C@H](C(N)=O)N(C(=O)c2ccc(Cl)cc2)C3)c1 (stereo not given in full)	i	i	i	i	i	9	i	i	i	i	i
Cc1ccc(Cn2nnnc2CN2CCC(NC(=O)c3ccccc3F)CC2)cc1	i	i	i	i	i	-1	i	i	i	i	i
CC(NS(=O)(=O)c1ccc(Br)cc1)C(=O)NC1CCCCCC1 (stereo not given)	i	i	i	i	i	1	i	i	i	i	i
O=C(O)c1ccc(N/N=C/c2ccc3ncccc3c2)cc1	i	i	i	i	i	0	i	i	i	i	i
CSc1nsc(SCc2ccc(F)cc2)n1	i	i	i	i	i	0	i	i	i	i	i
Cc1ccc(N(CC(=O)NCc2ccc(F)cc2)C(=O)CCC(=O)Nc2ccccn2)cc1C	i	i	i	i	i	2	i	i	i	i	i
